Screens (PubChem BioAssay)
MCL1-BIM inh: inhibitors of human MCL1 binding to BIM-BH3 peptide; inhibition, % at 10.9 µM; actives 0.68% (n = 320,000); Q07820; GST-MCL1 / FITC-Bim-BH3 fluorescence polarization; AID 2057;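 active = inhibition above the mean inhibition of all tested compounds plus 3 SD, set per campaign, cut at about 40% in these data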;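 note: 0% = DMSO wells and 100% = unlabeled Bim-BH3 peptide control; higher means more loss of mP so more displacement of Bim peptide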
Target sequence (Q07820 whole entry, looked up): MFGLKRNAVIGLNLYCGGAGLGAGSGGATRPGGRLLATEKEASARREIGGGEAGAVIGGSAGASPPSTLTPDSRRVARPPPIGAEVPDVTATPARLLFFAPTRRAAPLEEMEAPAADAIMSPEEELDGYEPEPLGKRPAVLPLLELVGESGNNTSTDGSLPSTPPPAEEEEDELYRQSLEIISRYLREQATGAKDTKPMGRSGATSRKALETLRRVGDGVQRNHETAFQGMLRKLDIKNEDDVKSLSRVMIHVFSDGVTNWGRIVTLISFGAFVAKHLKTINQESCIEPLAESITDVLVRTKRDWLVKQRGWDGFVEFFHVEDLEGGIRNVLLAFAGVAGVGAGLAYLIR
Fam108B counter: Fam108B inhibition, counter-screen for RBBP9 inhibitors | recombinant Fam108B, FP-Rh probe fluorescence polarization | inhibition, % at 9.51 µM | AID 1947 | actives 0.33% (n = 300,000);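 active = inhibition above the screen mean inhibition plus 3 SD, computed separately per campaign, cut at about 18% in these data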;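 note: inhibitors lower polarization as less probe binds the enzyme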
VLA-4 inh: inhibition in a human VLA-4 binding assay; P13612; VLA-4 expressing cells, ligand binding flow cytometry; inhibition, % (about 7 µM as worked out from the volumes in the protocol); actives 0.2% (n = 330,000); AID 2557; in the data active = inhibition above about 50%
GRK2 inh: blocks RNA aptamer binding to human GRK2. actives 0.59% (n = 330,000). inhibition of aptamer binding, % at 10 µM. bead flow cytometry, FAM-aptamer displacement from GRK2. P25098;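 active = inhibition of aptamer binding above 40%, roughly 3 SD of noise, on plates passing a quality check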;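 note: median bead fluorescence of bound FAM aptamer so fluorescent compounds give negative values; no value below 0 was filed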
CIT2-GFP yeast: alters CIT2-GFP fluorescence in TOR pathway yeast screen; GFP response vs DMSO, % at 10 µM; S. cerevisiae CIT2-GFP strain, flow cytometry, 3 h; 100 means same as DMSO wells; actives 0.065% (n = 320,000); AID 2029;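 active = GFP response relative to DMSO above a set limit, near the screen mean plus 3 SD, cut at about 150% in these data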;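 note: ratio of well median GFP fluorescence to mean of DMSO wells on the plate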
GLD-1 RNA inh: GLD-1-TGE RNA interaction inhibition (C. elegans) | purified GLD-1 + fluorescein TGE RNA, fluorescence polarization | AID 2280 | Q17339 | actives 0.44% (n = 320,000) | inhibition, % at 5.96 µM;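 active = percent inhibition above a per-plate cutoff, the plate mean of test compounds plus 3 SD, cut at about 30% in these data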;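 note: 0% = DMSO wells with GLD-1 and probe and 100% = wells lacking GLD-1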
Target sequence (Q17339 whole entry, looked up): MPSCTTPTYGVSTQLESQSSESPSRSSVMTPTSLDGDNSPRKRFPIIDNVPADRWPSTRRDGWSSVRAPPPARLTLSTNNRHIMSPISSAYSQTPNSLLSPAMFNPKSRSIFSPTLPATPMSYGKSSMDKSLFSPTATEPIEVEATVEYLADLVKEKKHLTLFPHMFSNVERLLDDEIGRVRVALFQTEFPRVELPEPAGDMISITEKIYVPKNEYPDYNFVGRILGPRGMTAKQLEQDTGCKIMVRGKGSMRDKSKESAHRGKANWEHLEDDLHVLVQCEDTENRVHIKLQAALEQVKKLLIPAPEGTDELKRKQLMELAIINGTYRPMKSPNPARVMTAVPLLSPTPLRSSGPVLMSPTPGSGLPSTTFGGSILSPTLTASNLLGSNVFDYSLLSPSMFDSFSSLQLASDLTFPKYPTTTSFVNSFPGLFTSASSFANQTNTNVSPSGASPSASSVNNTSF
AGP1 TOR yeast: alters AGP1-GFP fluorescence in TOR pathway yeast screen. AID 2066. S. cerevisiae AGP1-GFP multiplex flow cytometry, 3 h; GFP as percent of DMSO wells. GFP response vs DMSO, % at 10 µM. actives 0.02% (n = 320,000);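 active = GFP response relative to DMSO above a set limit, near screen average plus 3 SD, cut at about 150% in these data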;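 note: median GFP channel fluorescence of the gated AGP1 strain per well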
MEX-5 binding: C. elegans MEX-5 TCR-2 RNA binding activity | Q9XUB2 | MEX-5/FITC-TCR2 RNA binding, fluorescence polarization; hits give low values | activity score (negative = inhibition of binding), % at 10 µM | actives 0.38% (n = 300,000) | AID 1832;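 active = inhibition past about -25% in most replicates, and total fluorescence under double the plate's negative control median, limit read from the data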;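 note: 0% = DMSO and -100% = 5 µM competing unlabeled TCR2 RNA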
BCLXL inh: inhibitors of human Bcl-xL | inhibition, % at 10.9 µM | actives 0.7% (n = 320,000) | GST-Bcl-xL / FITC-Bim BH3 peptide fluorescence polarization;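 active = inhibition above the mean of all tested compounds plus 3 SD, cutoff set per campaign, cut at about 30% in these data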;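 note: 0% = DMSO wells and 100% = unlabeled Bim-BH3 peptide competitor; inhibitors lower millipolarization by displacing the labeled peptide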
Target sequence (Q07817 whole entry, looked up): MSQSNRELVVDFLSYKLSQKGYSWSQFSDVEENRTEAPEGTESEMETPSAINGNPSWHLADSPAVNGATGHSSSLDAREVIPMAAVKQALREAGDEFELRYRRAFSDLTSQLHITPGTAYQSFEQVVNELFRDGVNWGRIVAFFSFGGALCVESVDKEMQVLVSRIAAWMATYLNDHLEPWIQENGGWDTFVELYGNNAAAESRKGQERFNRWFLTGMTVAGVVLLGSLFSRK
Numbers without * were called inactive; . = no result given. No enrichment for hits (roughly 2.2% active in at least one column).

SMILES,MEX-5 binding,AGP1 TOR yeast,CIT2-GFP yeast,GRK2 inh,VLA-4 inh,Fam108B counter,MCL1-BIM inh,BCLXL inh,GLD-1 RNA inh
Cc1ccccc1NC(=O)c1ccc2nc(N3CCOCC3)sc2c1,-0.6,98,96,0,18,-2,-4,-2,0
O=C(Nc1ccc(Cl)cc1F)C1CCN(S(=O)(=O)c2cccnc2)CC1,0.2,93,88,2,0,-7,-6,0,6
COCCNC(=O)c1nn2cccnc2c1Cl,-0.2,114,109,0,.,4,-2,-1,7
CCOc1ccc(NC(=O)CN2CCN(CC(=O)Nc3ccccc3OC)CC2)cc1,0.1,108,101,0,0,2,0,-2,8
COCCNC(=O)c1ccc2c(c1)ncn2-c1cccc(C)c1,0.6,105,118,14,12,0,-4,1,5
CCOc1ccc(S(=O)(=O)/N=C(/c2ccccc2)N(C)C)cc1,0.2,102,87,0,4,1,6,1,0
O=C(/C=C/c1cccc2ccccc12)c1ccncc1,2.4,83,76,2,16,-7,1,3,1
CCCn1c(N)c(C(=O)CSc2nnc(-c3cccs3)n2C2CC2)c(=O)[nH]c1=O,.,98,113,1,-2,.,.,.,-2
COc1cc(C2c3c(-c4ccccc4O)n[nH]c3C(=O)N2Cc2ccco2)cc(OC)c1OC (centres undefined),.,101,103,2,6,-3,-2,2,2
O=C(CCCl)N1CCN(c2nc(-c3ccccc3)cs2)CC1,-2.6,97,96,14,5,2,-1,7,2
CC1(C)CC(=O)/C(=N/Nc2ccc(Cl)cc2)CO1,-0.5,107,104,1,0,4,7,2,0
CS(=O)(=O)Nc1ccc(C2=NN(C(=O)c3ccccc3)C(c3cccs3)C2)cc1 (centres undefined),-0.8,108,109,0,6,-2,3,3,-6
CC(=O)Nc1nnc(SCC(=O)Nc2nc(C)cs2)s1,-2.3,112,109,0,9,0,-4,0,6
COc1ccc(NC(=O)c2nc[nH]c2C(=O)NCC(=O)OC(C)(C)C)cc1,3.6,89,87,1,4,0,3,7,4
CCOC(=O)C1CCCN(C(=O)c2cc3ccc(OC)cc3[nH]2)C1 (centres undefined),-0.4,99,99,3,11,.,.,.,.
N#CC1=C(SCC(=O)Nc2cccc3cccnc23)NC(=O)C(C#N)C12CCCCC2 (centres undefined),0.6,100,99,2,-5,4,17,6,-2
Cc1c(CCC(=O)NCC(=O)NCC(=O)O)c(=O)oc2cc3oc4c(c3cc12)CCCC4,-3.1,96,100,0,-3,-3,-3,0,-2
O=C(Nc1ccccc1)C1=C[C@H](C2CC2)C[C@H](OCCCCO)O1,0.5,87,89,2,-11,6,3,3,-16
O=C(Nc1ncn[nH]1)c1ccc(Cl)c(S(=O)(=O)N2CCCCCC2)c1,-2.7,89,.,0,2,-1,4,3,-9
CCCC(C(=O)NNC(=O)c1ccncc1)c1ccccc1 (centres undefined),.,101,86,5,6,.,.,.,-3
CC(=O)c1ccc(OCc2cc(C(=O)N3CCN(C4CCCC4)C(=O)C3)no2)cc1,4.3,100,101,3,-2,1,5,-2,3
CCOc1ccc(NC(=O)CN(c2cccc(C(F)(F)F)c2)S(C)(=O)=O)cc1,-1.4,106,104,0,5,3,6,5,1
CCOc1ccc(S(=O)(=O)Nc2ccccc2C(=O)N/N=C/c2c(OC)ccc3ccccc23)cc1,0.5,97,96,0,10,-18,3,1,7
O=S(=O)(c1ccccc1)N1CCC(n2nnc3cc(F)ccc32)CC1,-3.0,89,98,0,0,-5,1,4,3
Oc1ccccc1/C=N/N1CCN(c2ccccn2)CC1,2.1,90,103,2,0,5,-3,8,6
CC(=O)Nc1ccc(CN2CCN(c3cccc(C(F)(F)F)c3)CC2)cc1,1.5,103,101,2,12,-3,2,6,5
COc1ccccc1-c1cc(-c2ccc(C)cc2)nc(SCc2nnc(-c3ccccc3)o2)c1C#N,0.5,104,105,0,7,-1,6,3,2
CSc1nn2c(C)c(C)c(C)nc2c1C#N,-1.2,103,100,0,-7,-1,2,5,3
Cc1ccccc1/C(N)=N/OC(=O)c1cccs1,1.8,95,105,7,18,-4,6,7,-3
COc1ccc(-c2cc3ncc(C(C)=O)c(C)n3n2)cc1,1.8,85,90,0,1,0,0,3,4
CO/N=C(/CNC(=O)c1ccc(F)cc1)c1ccc(Cl)cc1,0.3,100,89,2,-3,-3,0,-2,14
COC(=O)Cc1c(O)ccn(C2CC2)c1=O,3.8,92,104,75*,-4,1,6,8,-3
O=C(CNC(=O)[C@@H]1Cc2ccccc2CN1)Nc1ccc2c(c1)OCO2,0.1,97,96,6,-13,-6,2,8,-8
Cc1nc([N+](=O)[O-])cn1CC(=O)NCCCO,1.5,99,102,1,-35,1,2,4,6
Cc1ccc2c(CC(=O)Nc3sccc3C(N)=O)coc2c1,0.6,92,92,2,-5,-3,-1,2,3
CCCNC(=O)c1ccc(CNc2c(N3CCC(C(=O)OCC)CC3)c(=O)c2=O)cc1,-0.1,99,105,0,-4,5,-2,3,8
COCCN(C(=O)COC(=O)/C=C/c1ccco1)c1c(N)n(Cc2ccccc2)c(=O)[nH]c1=O,-1.0,106,.,37,1,1,-4,-1,6
O=C(O)Cc1ccc(NC(=O)c2ccc3c(c2)C(=O)N(CC2CCCO2)C3=O)cc1 (centres undefined),-0.1,101,107,0,17,-1,2,3,10
CCC(C)C(NC(N)=O)C(=O)NC1CCC(C)CC1 (centres undefined),-1.1,105,104,0,16,0,2,-7,-2
Cc1ccc(-c2ccc(CCC(=O)O)n2NC(=O)c2cccs2)cc1,-0.2,99,105,0,-3,4,0,3,2
CN(C)/N=C/c1ccc(N2CCOCC2)cc1,0.1,100,107,0,-7,2,3,7,1
O=C(COC(=O)c1ccc(Cl)c(S(=O)(=O)N2CCCC2)c1)NC1CCCCC1,1.6,91,89,9,4,-1,7,8,6
CCN1CCN(C(=O)c2ccc(Cl)c(S(=O)(=O)N3CCOCC3)c2)CC1,0.2,97,95,0,0,0,-23,-8,2
Cc1ccc(NC(=O)C23CCC(C)(C(=O)[C@H]2Br)C3(C)C)cc1 (some centres undefined),1.6,109,93,3,-6,-2,-8,-2,2
Cc1ccc(O)c(NC(=S)NC(=O)/C=C/c2ccccc2)c1,-1.3,99,97,0,9,-2,3,2,10
Cc1cc(C)n2nc(SCC(=O)N3CCc4ccccc43)nc2n1,0.8,86,87,11,40,2,8,7,4
COCCNC(=O)C(=O)NCC1OCCN1S(=O)(=O)c1ccc(F)cc1 (centres undefined),-0.3,100,105,0,0,-3,1,5,4
CC(OC(=O)C1=COCCO1)C(=O)Nc1cccc(S(=O)(=O)N2CCOCC2)c1 (centres undefined),-6.3,111,102,1,-1,-2,0,0,-1
CCCCCC(=O)N1CC2(CC(c3cccc(NC(=O)CC)c3)=NO2)C[C@H]1C(N)=O (some centres undefined),-0.4,93,94,0,9,3,-6,1,1
Cc1cc(-c2ccccc2)c2c(n1)sc1c(O)cc(=O)[nH]c12,0.9,100,103,0,-4,5,2,5,3
CSCCCN1CC[C@@H](N2CCN(c3ccccc3F)CC2)[C@H](O)C1,1.5,56,84,0,10,1,15,3,5
O=C1OC(OC2CCCCC2)(c2ccccc2)c2ccccc21 (centres undefined),0.9,102,98,0,-5,-3,-1,2,2
COc1ccc(OC)c(/C=C/C(=O)OCC(=O)c2c(N)n(C)c(=O)n(C)c2=O)c1,0.3,104,103,0,-5,-14,2,-1,6
Cc1ccc(S(=O)(=O)NC(=O)c2cc(C)n(C3CC3)c2C)cc1,1.1,98,98,3,19,-2,5,6,6
CCN1CCN(C(=O)CCc2ccc(S(=O)(=O)NCCc3ccccc3)cc2)CC1,-0.1,109,96,0,7,6,-1,1,4
CN1CCCN(CC(O)COCc2cccs2)CC1 (centres undefined),2.4,63,112,0,5,-2,6,4,7
O=c1[nH]cccc1-c1nc2ccccc2n1Cc1cccc(Cl)c1,0.0,106,121,0,4,-2,-4,-2,-2
CCOC(=O)c1cc2c(C)n(-c3ccc(N(C)C)cc3)c(C)c2cc(C(=O)OCC)c1=O,0.0,105,122,69*,30,1,-1,1,-3
O=C(CSc1nnc2c(n1)[nH]c1ccccc12)NC1CCCCC1,0.0,95,109,0,-8,4,3,3,-9
O=c1c2ccccc2c(-c2ccccc2)nn1-c1cc(Cl)ccc1[N+](=O)[O-],0.6,102,97,0,5,2,-7,-5,2

(more compounds)
SMILES,MEX-5 binding,AGP1 TOR yeast,CIT2-GFP yeast,GRK2 inh,VLA-4 inh,Fam108B counter,MCL1-BIM inh,BCLXL inh,GLD-1 RNA inh
COc1ccc(Cl)cc1NC(=O)CN(C)Cc1cccs1,2.8,100,92,0,9,2,-7,0,5
Cc1c(C(=O)Nc2ccc3c(c2)OCCO3)cnn1C,-0.2,91,85,0,8,-2,2,3,5
Cc1ccc(NC(=S)NNC(=O)c2ccccc2O)c(C)c1,-2.0,100,91,0,2,1,30,9,2
Cc1ccc(S(=O)(=O)NCC(=O)OCc2ccccc2)cc1,1.7,108,102,1,-3,2,-11,-1,-3
Cn1nnnc1SCC(=O)c1cccs1,1.7,99,99,0,-22,-1,-2,-8,1
Cc1cccc(Nc2ccccc2C(=O)OCC(=O)NCc2ccco2)c1C,-2.3,102,106,10,-1,2,9,7,7
CC(C)N(Cc1cn(C)nc1-c1cccc(Cl)c1)CC1CCC(=O)N1 (centres undefined),4.4,108,108,4,5,1,1,0,-2
CCCCCCNC(=O)CCNC(=O)c1cc(OC)c(OC)c(OC)c1,2.7,99,110,0,-3,3,5,6,4
CCN(C(=O)c1ccc(S(=O)(=O)N2CCCC2)cc1)C1CCS(=O)(=O)C1 (centres undefined),0.5,107,99,0,6,0,-2,3,6
O=C(CSC1=NS(=O)(=O)c2ccccc2N1)NCCc1ccccc1,0.6,105,108,0,-11,10,4,2,4
Cc1cc(C(=O)NC2CCCN(Cc3ccccc3F)C2)n[nH]1 (centres undefined),2.4,98,90,0,4,4,10,8,1
CN(C)S(=O)(=O)c1cccc(NC(=O)c2cc(-c3cccs3)nn2-c2cccc(Cl)c2)c1,3.8,103,97,2,15,-12,1,5,-7
O=C1c2cc(CO)cc(O)c2C(=O)c2c(O[C@@H]3OC(CO)[C@@H](O)[C@@H](O)[C@@H]3O)cccc21 (some centres undefined),-4.8,98,93,1,31,0,14,11,10
CCN(CC)CCN(C(=O)c1ccc2c(c1)OCCO2)c1nc2c(Cl)cccc2s1,0.1,114,105,0,25,-2,2,8,4
CCN(C1CCS(=O)(=O)C1)S(=O)(=O)c1cccs1 (centres undefined),1.6,90,93,0,15,-1,5,-2,0
COCCN1CCn2c(nc3cc(NC(=O)NC4CCCCC4)ccc32)C1,.,105,100,2,1,1,35,33*,5
Cc1nn(C(C)C(=O)NC2CC2)c(=O)c2nn(-c3ccccc3)c(C)c12 (centres undefined),-3.6,105,99,0,0,3,-4,-2,7
CN(c1ccccc1)S(=O)(=O)c1cccc(NC(=O)c2ccc(=O)[nH]n2)c1,.,103,100,3,5,.,.,.,0
